SRC3 inh – inhibitors of human steroid receptor coactivator 3 (SRC3). Q9Y6Q9. HEK293 GAL4-SRC3 luciferase reporter, luminescence. inhibition, % at 3.6 µM. hit rate 0.17% among 360,000. AID 588352;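 active means inhibition above a per-campaign cutoff, the mean of all compounds plus 3 SD, cut at about 60% in these data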;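 further: 0% = DMSO-treated cells and 100% = gossypol-treated cells at 36 µM; higher means less SRC3-driven luciferase light from the GAL4 reporter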
TWEAK-Fn14 inh – TWEAK-Fn14 signaling inhibition | TWEAK-stimulated Fn14 reporter cells, luciferase luminescence, 8 h | inhibition, % at 10 µM | hit rate 2% among 360,000 | AID 1159606; in the data active means inhibition above about 50%
LRH-1 inv ag – NR5A2 inverse agonism in reporter assay; AID 602396; HEK293T StAR-luciferase reporter, LRH-1 transfected, 24 h; O00482; inhibition, % at 3.6 µM; hit rate 0.13% among 360,000;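 active means inhibition above the mean inhibition of all tested compounds plus 3 SD, cut at about 73% in these data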;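 further: 0% = DMSO wells and 100% = reporter-only cells lacking LRH-1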
TLR9-MyD88 block – inhibitors of human TLR9-MyD88 binding | hit rate 0.21% among 340,000 | inhibition, % at 4.98 µM | AID 504734 | Q9NR96+Q99836 | CHO BLA complementation TLR9-MyD88, CCF4 FRET ratio;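 active means inhibition above the mean over all tested compounds plus 3 SD, cut at about 21% in these data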;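 further: 0% = DMSO only wells and 100% = clavulanate BLA inhibitor control wells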
SRC1 inh – inhibitors of human steroid receptor coactivator 1 (SRC1) | hit rate 0.12% among 360,000 | Q15788 | HEK293 GAL4-SRC1 luciferase reporter, luminescence | inhibition, % at 3.6 µM;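 active means inhibition above the campaign mean plus 3 SD, with each screening campaign given its own cutoff, cut at about 60% in these data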;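 further: 0% = DMSO treated cells and 100% = gossypol at 36 µM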
ABHD5 PLIN5 PPI – inhibitors of human ABHD5-perilipin-5 interaction | Split G. princeps luciferase complementation, luminescence, 4 h | hit rate 0.78% among 360,000 | inhibition, % at 4 µM;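 active means inhibition above the mean inhibition across every tested compound plus 3 SD, cut at about 22% in these data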;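 further: 0% = DMSO only wells and the 100% control is not disclosed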
NCOA2 inhibitor – human SRC2 (NCOA2) inhibition; HEK293 GAL4-SRC2 luciferase reporter, luminescence; hit rate 0.17% among 370,000; Q15596; inhibition, % at 9 µM;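 active means inhibition above the mean inhibition of all tested compounds plus 3 SD, set per campaign, cut at about 52% in these data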;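 further: 0% = DMSO treated cells and 100% = cells given Gossypol at 36 µM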
Target sequence (Q15596 whole entry, looked up, the tested form may be a part): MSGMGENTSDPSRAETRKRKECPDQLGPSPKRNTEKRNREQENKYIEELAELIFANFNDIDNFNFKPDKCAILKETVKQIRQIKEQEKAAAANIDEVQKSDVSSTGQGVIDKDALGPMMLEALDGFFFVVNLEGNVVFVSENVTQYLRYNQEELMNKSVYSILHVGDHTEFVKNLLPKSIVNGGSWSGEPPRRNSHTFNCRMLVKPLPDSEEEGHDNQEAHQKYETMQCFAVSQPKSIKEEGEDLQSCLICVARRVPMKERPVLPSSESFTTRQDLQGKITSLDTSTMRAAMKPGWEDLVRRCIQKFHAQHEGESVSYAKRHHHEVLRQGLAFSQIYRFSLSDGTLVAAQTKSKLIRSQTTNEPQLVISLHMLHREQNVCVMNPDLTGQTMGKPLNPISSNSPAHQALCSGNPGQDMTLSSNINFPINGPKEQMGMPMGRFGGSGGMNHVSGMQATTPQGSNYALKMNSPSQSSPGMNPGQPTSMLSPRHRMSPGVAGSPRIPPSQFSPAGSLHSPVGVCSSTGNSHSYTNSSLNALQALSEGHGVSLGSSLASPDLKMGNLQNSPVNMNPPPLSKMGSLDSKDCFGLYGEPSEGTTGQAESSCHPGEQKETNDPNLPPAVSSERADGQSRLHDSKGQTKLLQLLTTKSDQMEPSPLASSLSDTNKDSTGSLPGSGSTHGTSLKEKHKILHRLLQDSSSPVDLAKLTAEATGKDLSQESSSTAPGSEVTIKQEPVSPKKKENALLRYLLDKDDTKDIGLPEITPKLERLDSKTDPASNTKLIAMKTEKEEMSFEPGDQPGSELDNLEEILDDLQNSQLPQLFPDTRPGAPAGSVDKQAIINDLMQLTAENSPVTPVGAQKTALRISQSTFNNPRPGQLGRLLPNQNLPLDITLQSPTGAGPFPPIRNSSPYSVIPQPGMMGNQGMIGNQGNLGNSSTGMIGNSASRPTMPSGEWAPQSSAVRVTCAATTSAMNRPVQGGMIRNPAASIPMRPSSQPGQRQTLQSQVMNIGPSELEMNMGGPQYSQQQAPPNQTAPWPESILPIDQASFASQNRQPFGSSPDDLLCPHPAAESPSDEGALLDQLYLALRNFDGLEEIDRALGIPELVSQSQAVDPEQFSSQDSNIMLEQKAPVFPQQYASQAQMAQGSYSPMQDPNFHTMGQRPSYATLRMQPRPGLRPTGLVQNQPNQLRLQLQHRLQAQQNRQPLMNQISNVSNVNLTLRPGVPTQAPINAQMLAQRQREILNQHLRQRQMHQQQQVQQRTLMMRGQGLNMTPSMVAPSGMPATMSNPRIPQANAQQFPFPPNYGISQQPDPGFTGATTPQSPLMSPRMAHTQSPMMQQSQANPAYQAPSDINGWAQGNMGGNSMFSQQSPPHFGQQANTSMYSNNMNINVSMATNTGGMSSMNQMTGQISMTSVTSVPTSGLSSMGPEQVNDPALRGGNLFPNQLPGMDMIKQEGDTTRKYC
Granule exo inh – lytic granule exocytosis inhibition | TALL-104 LAMP-1 surface exposure, flow cytometry; cells stimulated with thapsigargin and PMA | inhibition, % at 10 µM | hit rate 0.66% among 360,000 | AID 651702;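 active means inhibition above about 55%, limit read from the data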
TROY NFkB inh – TROY signaling inhibition; inhibition, % at 10 µM; Q293 LMP1-TROYcd NF-kB luciferase reporter, 4 h; hit rate 0.98% among 360,000;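 active means compounds whose plate-normalised and pattern-corrected inhibition of the luciferase reporter signal at the single screening dose is 50% or more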
NR2F2 inh – NR2F2 (human) inhibition, primary screen; inhibition, % at 8.6 µM; HEK293T NGFI-A luciferase reporter, luminescence; AID 686940; hit rate 0.7% among 370,000;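 active means inhibition above a per-plate cutoff, mean inhibition of test wells between control levels plus 3 SD, cut at about 38% in these data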;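 further: cells cotransfected with COUP-TFII expression vector driving the NGFI-A reporter; 0% = median of COUP-TF2 test wells and 100% = reporter-only cells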
NOD2 RIPK2 PPI – blocks binding of human NOD2 to RIPK2 | O43353 | CHO BLA complementation NOD2-RIPK2, CCF4 ratio | inhibition, % at 4.98 µM | hit rate 0.38% among 360,000 | AID 624267; in the data active means inhibition above about 21%;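 further: 0% = vehicle only and 100% = reference blocker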
Active calls of the source: *; / = no result given. A portion of the library; rates above refer to the full screens.

SMILES | SRC3 inh | TWEAK-Fn14 inh | LRH-1 inv ag | TLR9-MyD88 block | SRC1 inh | ABHD5 PLIN5 PPI | NCOA2 inhibitor | Granule exo inh | TROY NFkB inh | NR2F2 inh | NOD2 RIPK2 PPI
Nc1ccc(N2CCCCC2)c(Cl)c1 | -6.7 | 20.4 | 14.7 | 2.7 | -14.2 | 2.1 | 1.6 | 1.7 | -0.5 | -9.7 | 3.1
Cc1nn(C(C)(C)C)c(N)c1-c1ccccc1 | 13.8 | 3.2 | 2.0 | -4.8 | 1.7 | -0.5 | 6.9 | -0.5 | 3.1 | 3.2 | -1.6
Cc1ccnc(NS(=O)(=O)c2ccc(NC(=O)/C=C/c3ccccc3)cc2)n1 | 3.1 | 9.5 | -0.5 | 6.2 | -10.3 | -0.2 | -22.4 | -0.4 | -22.9 | -15.5 | 0.2
CC(=O)N(C(C)=O)n1c(/C=C/c2ccc([N+](=O)[O-])cc2)nc2ccccc2c1=O | -1.0 | -0.9 | 18.8 | 5.9 | -0.9 | 5.6 | -13.4 | 1.4 | -4.5 | 19.5 | -8.9
O=C(c1noc2c1CCCC2)N1CCN(c2ccc(F)cc2)CC1 | -4.4 | -20.0 | -16.2 | -0.9 | -10.4 | 3.1 | / | -2.6 | -29.1 | / | -1.1
Cn1c(CNC(=O)CNS(=O)(=O)c2ccc(Cl)cc2)cc(=O)n(C)c1=O | 6.8 | 1.0 | -15.6 | -5.5 | -15.3 | 3.3 | 15.1 | 0.0 | 9.2 | -2.0 | -19.2
O=C(Nc1nnc(SCCN2CCOCC2)s1)C1CC(=O)N(c2ccccc2)C1 (stereo unspecified) | 16.2 | 10.2 | 4.1 | -5.6 | -17.1 | -4.9 | 38.9 | -6.4 | 7.2 | 3.7 | -5.3
Cc1cccc(NC(=O)CN2C(=O)NC(C)(c3ccc4ccccc4c3)C2=O)n1 (stereo unspecified) | 19.0 | -14.2 | 16.4 | -1.8 | -5.6 | -1.9 | -8.5 | 4.7 | -10.9 | -17.3 | -2.7
COc1ccc(C(C)=O)cc1COc1cccnc1[N+](=O)[O-] | 24.3 | 23.9 | 20.0 | -10.8 | 15.4 | 2.9 | 3.2 | 5.2 | 13.2 | 8.2 | -7.8
CC(=O)Nc1cccc(C(=O)OCc2ccc(C(=O)Oc3ccc(Cl)cc3)cc2)c1 | 10.8 | -16.0 | 1.2 | 1.9 | 0.9 | 4.9 | 11.2 | -3.0 | -15.6 | 26.4 | 2.2
Cc1ccc(SC2CC(=O)N(c3ccc4c(c3)OCCO4)C2=O)cc1 (stereo unspecified) | 0.8 | 3.1 | 19.8 | -4.9 | -20.6 | -2.3 | 1.9 | -1.4 | -12.2 | -17.4 | 6.1
O=C(NC1CCCCC1)C1CCN(C(=O)c2ccc(Cl)cc2)CC1 | -0.5 | 15.2 | -3.3 | -10.1 | 5.0 | -15.9 | -2.2 | -13.6 | -4.5 | -12.3 | -3.9
Cc1ccc2nc(N(CCCN(C)C)C(=O)c3ccc4c(c3)CCCC4)sc2c1 | -7.4 | 8.5 | -16.0 | -2.0 | 4.3 | 22.1* | 0.1 | 10.5 | -0.1 | -10.6 | 14.3
O=C(NCc1ccccc1)C(=O)NCC1OCCN1C(=O)c1ccc(Cl)cc1 (stereo unspecified) | 0.4 | 28.3 | 3.7 | 3.4 | 1.0 | 5.0 | -24.5 | -0.7 | -11.0 | 8.4 | -12.1
Cn1c(SCC(=O)c2ccc(F)cc2)nnc1-c1cccnc1 | -4.7 | -16.3 | -12.7 | 5.2 | 2.5 | -0.9 | -31.6 | 0.0 | 1.7 | 10.9 | -2.2
Cc1cc2ccccn2c1C(=O)c1ccc(C#N)cc1 | -1.9 | 0.5 | 20.8 | 7.5 | -7.7 | -0.5 | 21.1 | -4.8 | -5.8 | 16.7 | 5.8
COc1ccccc1C1(O)CCN(CC(=O)Nc2nc(-c3ccccc3)cs2)CC1 | 22.3 | 54.8* | 7.2 | 4.1 | 8.1 | 8.8 | -34.5 | 1.4 | 44.1 | 21.8 | 2.6
CC1(CC(=O)N/N=C/c2ccc(-c3cccc(C(F)(F)F)c3)o2)OCCO1 | 6.0 | -5.5 | -4.8 | 5.8 | 0.0 | 3.4 | 8.5 | -1.6 | -2.5 | -0.5 | -7.7
CC(C)(C)n1nnnc1C(c1cccc(C#N)c1)N1CCC(Cc2ccccc2)CC1 (stereo unspecified) | 5.3 | 20.2 | 17.2 | 2.9 | 8.5 | -1.3 | -7.9 | 14.1 | -4.9 | -3.5 | -0.8
CCCCCC(=O)N1CCN(S(=O)(=O)c2ccc3c(c2)OCCO3)CC1 | -14.4 | 0.0 | 11.3 | -7.2 | 32.7 | -3.1 | 6.3 | 0.7 | 3.4 | 4.5 | -2.3
CC1(c2nnnn2Cc2ccccc2)CCC(=O)N1CC1CCCCC1 (stereo unspecified) | / | 7.5 | 4.6 | / | / | -4.7 | -26.6 | 3.2 | 8.0 | 6.6 | -11.5
CCn1c(CNC(=O)c2ccccc2F)nnc1SCC(=O)NC1CCCCC1 | 1.0 | -5.9 | 0.2 | 2.2 | -28.3 | -6.8 | -8.6 | -14.1 | 10.4 | -6.8 | -0.3
COc1ccc(NC(=S)NNC(=O)OC(C)(C)C)cc1OC | -8.6 | -21.1 | 2.6 | 7.8 | -6.2 | 1.7 | -8.6 | 0.2 | -9.5 | -7.0 | -8.5
CCOc1ccc(N(CC(=O)NCCOc2ccccc2OC)S(=O)(=O)c2ccccc2)cc1 | -9.5 | 8.2 | 2.0 | -8.2 | -60.6 | -4.8 | 7.7 | -5.2 | 7.0 | 15.1 | 0.5
COc1ccc(CCNC(=O)CSc2nc(N)cc(=O)[nH]2)cc1OC | -6.4 | 3.5 | 25.7 | 1.1 | 8.0 | 6.6 | -0.3 | -3.7 | 7.3 | -22.2 | -14.2

Three structures already listed, ordered by SMILES length, rising.
SMILES | SRC3 inh | TWEAK-Fn14 inh | LRH-1 inv ag | TLR9-MyD88 block | SRC1 inh | ABHD5 PLIN5 PPI | NCOA2 inhibitor | Granule exo inh | TROY NFkB inh | NR2F2 inh | NOD2 RIPK2 PPI
O=C(NC1CCCCC1)C1CCN(C(=O)c2ccc(Cl)cc2)CC1 | -0.5 | 15.2 | -3.3 | -10.1 | 5.0 | -15.9 | -2.2 | -13.6 | -4.5 | -12.3 | -3.9
Cc1ccc(SC2CC(=O)N(c3ccc4c(c3)OCCO4)C2=O)cc1 (stereo unspecified) | 0.8 | 3.1 | 19.8 | -4.9 | -20.6 | -2.3 | 1.9 | -1.4 | -12.2 | -17.4 | 6.1
Cc1cccc(NC(=O)CN2C(=O)NC(C)(c3ccc4ccccc4c3)C2=O)n1 (stereo unspecified) | 19.0 | -14.2 | 16.4 | -1.8 | -5.6 | -1.9 | -8.5 | 4.7 | -10.9 | -17.3 | -2.7

Next section
SMILES | SRC3 inh | TWEAK-Fn14 inh | LRH-1 inv ag | TLR9-MyD88 block | SRC1 inh | ABHD5 PLIN5 PPI | NCOA2 inhibitor | Granule exo inh | TROY NFkB inh | NR2F2 inh | NOD2 RIPK2 PPI
CCN(CC)c1ncnc2sc(C(=O)N3CCN(c4ccccc4)CC3)c(C)c12 | -1.9 | -0.8 | -15.0 | -5.5 | -6.6 | 4.1 | -0.1 | 2.5 | -36.3 | -0.7 | -6.2
COCCN1C=C(C(=O)OC)C(c2ccccc2Cl)C(C(=O)OC)=C1 | 14.5 | -11.7 | -0.9 | -11.8 | 8.9 | -6.2 | 12.2 | 0.0 | -10.0 | 10.1 | -1.0
CCOc1cc(C2C(C#N)=C(N)Oc3n[nH]c(C)c32)ccc1OCCN1CCOCC1 (stereo unspecified) | 8.5 | -7.5 | 3.6 | -3.5 | -41.8 | 4.7 | 8.7 | -1.2 | 8.4 | -0.7 | 8.1
CC(Sc1nnc(-c2ccc(Cl)cc2)n1N)C(=O)NCC1CCCO1 (stereo unspecified) | -34.3 | 2.4 | -17.4 | 4.5 | -3.6 | 8.7 | 14.8 | -4.7 | -0.7 | -2.1 | -7.8
Cc1cc(NC(=O)CSc2nnc(-c3c[nH]c4ccccc34)n2-c2ccc(Cl)cc2)no1 | 1.9 | -9.4 | 1.9 | -10.1 | -21.1 | 0.0 | -22.9 | -2.3 | -15.1 | -12.7 | 6.2
COc1ccc(CCNC(=O)COC(=O)/C=C/c2ccc(OC)cc2OC)cc1 | 4.0 | -0.8 | 6.6 | 4.3 | 4.5 | 5.0 | -24.6 | -1.4 | -1.6 | 2.4 | 10.4
CCOc1ccc(C(=O)NCC(=O)OCc2c(F)cccc2Cl)cc1 | 5.0 | -22.1 | 21.0 | 0.5 | -13.8 | 0.8 | -13.8 | 0.7 | -55.2 | 10.2 | 1.8
COc1cc2c(cc1OC)C(C(=O)NCc1ccco1)C1c3ccccc3CCN1C2=O (stereo unspecified) | -0.5 | 12.4 | 8.1 | 1.3 | 3.2 | -1.5 | -4.7 | 0.1 | 2.2 | -0.6 | -8.1
CCc1ccc(N=Nc2ccc(O)c3[nH]cnc23)cc1 | -70.3 | -36.3 | -74.6 | 6.0 | -90.2 | 11.4 | -65.6 | -5.0 | -46.9 | -69.5 | 9.6
CCC(C(=O)Nc1ccc([N+](=O)[O-])cn1)c1ccccc1 (stereo unspecified) | -4.7 | 1.6 | 6.4 | 14.7 | 0.1 | -10.3 | -20.0 | -6.1 | -6.4 | 3.8 | 1.1
CC(C)(CO)NCC#Cc1ccccc1 | 15.2 | -5.1 | 2.4 | 4.2 | -1.8 | -1.0 | 19.5 | -7.3 | 15.4 | -6.7 | -7.9
Cc1cc(C)nc(NN=C2CCCC2)n1 | 1.4 | -16.8 | 9.3 | 5.2 | -12.9 | 1.8 | -30.0 | -1.2 | -9.3 | 6.8 | -6.7
CC(C)CCC(=O)N1CCOC1=O | -7.4 | -4.0 | -7.5 | 1.1 | -44.2 | -10.7 | -16.4 | -4.6 | 5.7 | -26.4 | -0.8
CCC(=O)Nc1ccc(C(=O)c2ccccc2)cc1 | -14.6 | -21.1 | -34.9 | -8.6 | -12.5 | -6.4 | -30.5 | 2.5 | -7.9 | 0.8 | -8.5
O=C1NC2(CCc3ccccc3C2)C(=O)N1CCOc1cccc(Cl)c1 (stereo unspecified) | 13.8 | -10.5 | -0.8 | -6.0 | 8.3 | -1.2 | 22.7 | -2.2 | 11.3 | 0.6 | -3.1
CCC(CC)C(=O)OCC(=O)C1(O)CCC2C3CCC4=CC(=O)CCC4(C)C3C(O)CC21C (stereo unspecified) | -50.9 | 5.5 | 13.2 | -1.7 | -17.5 | -0.2 | -14.2 | 1.6 | 33.0 | -22.9 | -8.1
Cc1ccc(CCN2CC(C(=O)O)CC2=O)cc1 (stereo unspecified) | 1.9 | -5.9 | 1.3 | 1.4 | -11.9 | 4.8 | -20.0 | -2.1 | -21.4 | -5.0 | -19.2
CCC(SCC(=O)OC)C(=O)Nc1nnc(C(C)C)s1 (stereo unspecified) | -6.9 | -8.8 | 0.2 | 2.6 | 4.6 | -9.1 | -0.9 | 3.1 | 17.1 | 19.1 | -3.5
CCN(CC)c1ccc(NC(=O)C2CC(=O)N(Cc3ccccc3)C2)cc1 (stereo unspecified) | 6.9 | 8.1 | 8.2 | -0.4 | -17.4 | 2.1 | -24.8 | 2.5 | 13.3 | -3.8 | -2.6
CCC(=O)/C(=C(/O)c1ccccc1)c1nc2ccccc2[nH]1 | -18.2 | 2.6 | -9.1 | -0.4 | -15.8 | -6.8 | -18.6 | -2.9 | -4.5 | -7.9 | -6.7

Screens: PubChem, several laboratories
